Xi reactivation: activators of inactive X chromosome reactivation, primary screen, imaging, XiGFP fibroblasts, GFP high-content imaging, set 2; XiGFP mouse fibroblasts, % GFP-positive cells imaging, 3 d; cells co-treated with 5-aza-dC sensitizer; scaled so ellipticine positive control = 100%; activation, % at 7.58 µM; hit rate 0.055% among 360,000;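 active means mean normalized replicate activation at least 10% and every replicate at or above 10%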;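 further: 0% = median of on-plate neutral control wells and 100% = ellipticine 6 µM median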
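Material: XiGFP fibroblasts, SV40-immortalized. Buffer or medium: DMEM plus 5-aza-dC sensitizer. Compound: single concentration per compound, delivered by pin transfer. Times: 3 days compound exposure. Controls: ellipticine 6 µM.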
Casp6 inh: human caspase-6 inhibitors, primary screen, biochemical, VEID-R110 fluorescence, single point, set 2; P55212; purified caspase-6, Z-VEID-R110 cleavage fluorescence; AID 686996, 2013; inhibition, % at 12.5 µM; hit rate 0.53% among 350,000;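 active means mean inhibition across replicates at least about 35%, with every replicate also reaching that limit, limit read from the data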;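 further: 0% = median of neutral control wells and 100% = no fluorescence left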
Target sequence (P55212 24-179 limits assumed): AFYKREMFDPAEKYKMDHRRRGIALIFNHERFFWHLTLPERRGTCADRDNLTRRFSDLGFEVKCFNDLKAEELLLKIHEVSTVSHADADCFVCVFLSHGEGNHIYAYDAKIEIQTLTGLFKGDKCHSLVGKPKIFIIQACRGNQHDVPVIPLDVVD
Target sequence (P55212 194-293 limits assumed): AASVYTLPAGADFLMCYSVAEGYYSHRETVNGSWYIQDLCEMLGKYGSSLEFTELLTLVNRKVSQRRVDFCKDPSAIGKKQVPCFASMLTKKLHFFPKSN
RAD52 anneal inh: RAD52 DNA annealing inhibitors, primary screen, biochemical, FRET, single point, set 2. AID 651710, 2012. recombinant RAD52 DNA annealing, FRET fluorescence. inhibition, % at 18.7 µM. hit rate 0.46% among 360,000. DNA repair protein RAD52 homolog (Homo sapiens), P43351;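 active means every replicate showing at least 50% inhibition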
DENV2 CPE rescue: inhibitors of DENV2 cytopathic effect, primary screen, cell-based, plate reader, single concentration; DENV2-infected cells, cytopathic effect rescue; CPE inhibition, % at 9.99 µM; hit rate 1.7% among 350,000; AID 651640, 2012; in the data active means CPE inhibition above about 20%, passing the limit was not always enough; tested in BHK-21 cells;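 further: 0% = median of neutral control wells and 100% = median of positive control wells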
RAD54 inh: inhibitors of human RAD54 branch migration, primary screen, biochemical, fluorescence, single point. DNA repair and recombination protein RAD54-like (Homo sapiens), Q92698. RAD54 Holliday junction branch migration, FAM/BHQ fluorescence. inhibition, % at 10.4 µM. hit rate 0.14% among 360,000. AID 602329, 2012;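 active means mean normalized replicate activity at least 40 and at least half of replicates scoring 40 or more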;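 further: 0% = median of neutral control wells and 100% = median of positive control wells; inhibitors cause a drop in the FAM fluorescence signal; in these data hits start at about 50%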
INS-1E GSIS act: GLuc luminescence reporter in INS-1E cells, primary screen for activators of glucose-dependent secretion of insulin; INS-1E GLuc reporter insulin secretion, 2-3 h; activation, % at 16.6 µM; hit rate 0.61% among 370,000; AID 743287, 2014;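 active means lowest replicate activation of at least 40%, so every replicate reaches that level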;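 further: 0% = median of neutral control wells and 100% = median of IBMX positive control wells; some compounds called inactive have numbers as strong as hits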
F508del corr: F508del CFTR correction, initial screen, CFBE line, single point | CFBE cells, YFP halide quenching; stimulated with forskolin plus potentiator P3; % fluorescence drop versus neutral controls | activity (quench increase), % at 7.58 µM | hit rate 0.36% among 350,000;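 active means mean added fluorescence quench of at least 8% versus neutral control, with both replicates also reaching 8%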;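 further: cells transiently co-express mutant CFTR-F508del with the halide-sensitive YFP; corrector assay measuring rescue of mutant channel to the surface after 24 h compound exposure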
E-selectin induc: E-selectin induction in HUVECs, primary screen, imaging, HUVEC, immunofluorescence imaging, single point | normalized: neutral wells 0, TNF-alpha wells 100 | AID 686992, 2013 | activation, % at 7.58 µM | hit rate 0.37% among 260,000 | P16581;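 active means mean E-selectin-positive cell signal at least 10% of the positive control, reached in at least 60% of replicates, without over 20% cell loss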;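 further: in these data hits start at about 27%; measured in HUVEC primary endothelial cells; signal is the percent of cells scored E-selectin positive by PE staining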
Target sequence (P16581 whole entry, looked up): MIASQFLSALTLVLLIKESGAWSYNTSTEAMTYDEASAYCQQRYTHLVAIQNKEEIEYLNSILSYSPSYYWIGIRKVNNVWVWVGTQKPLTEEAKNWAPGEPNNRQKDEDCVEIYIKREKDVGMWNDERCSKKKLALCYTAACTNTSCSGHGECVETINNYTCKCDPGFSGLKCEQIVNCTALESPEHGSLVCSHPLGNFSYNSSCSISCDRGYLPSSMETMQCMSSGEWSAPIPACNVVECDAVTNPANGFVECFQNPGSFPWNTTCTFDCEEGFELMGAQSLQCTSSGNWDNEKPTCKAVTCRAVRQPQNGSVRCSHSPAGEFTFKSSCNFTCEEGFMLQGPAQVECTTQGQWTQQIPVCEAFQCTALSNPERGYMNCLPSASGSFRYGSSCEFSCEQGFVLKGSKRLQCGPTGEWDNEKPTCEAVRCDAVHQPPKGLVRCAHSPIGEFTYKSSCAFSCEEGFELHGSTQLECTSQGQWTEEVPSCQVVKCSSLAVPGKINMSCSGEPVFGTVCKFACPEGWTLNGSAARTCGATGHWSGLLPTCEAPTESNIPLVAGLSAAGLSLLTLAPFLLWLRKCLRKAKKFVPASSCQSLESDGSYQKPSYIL
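Read-out: % PE-positive cells | Test system: HUVEC | Doses: One compound dose added by pin transfer | Buffer or medium: EGM-2 over gelatin coat | Signal: Immunofluorescence imaging | Benchmarks: TNF-alpha, DMSO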
The depositor's hits bear a star; . = no result given; & = joins results of further samples. An unsorted share of the library; 3.7% or so of the library scored in one or more.

Results follow in this order: RAD52 anneal inh, Casp6 inh, E-selectin induc, Xi reactivation, RAD54 inh, DENV2 CPE rescue, F508del corr, INS-1E GSIS act
- CC(=O)Nc1ccc(S(=O)(=O)NC2CC(=O)N(c3cccc(F)c3)C2)cc1 (stereo not given)
    -6, -2, ., -0.1, -2, 2, -3.1, -6
- O=S1(=O)CCSC[C@@H](CN2CCOCC2)N1
    2, -3, ., 0.0, ., 5, -0.9, 0
- COc1cccc(CN2CC3(C2)CN(C(=O)C2CC2)[C@@H](CO)c2c3c3ccc(OC)cc3n2C)c1
    ., ., 0.0, 0.3, ., 4, 2.1, 26
- C[C@@H]1CN([C@H](C)CO)C(=O)c2cccc(NS(C)(=O)=O)c2O[C@H]1CN(C)Cc1ccc(C(F)(F)F)cc1
    0, -2, -4.8, 0.0, 7, -2, 3.5, -7
- O=C(Nc1ccc2ccccc2n1)c1ccc(Cl)cc1
    -14, -1, -0.1, -0.1, -6, 3, -2.1, -2
- COc1cc(C(=O)N2CCCc3ccccc32)c([N+](=O)[O-])cc1OC
    -11, 2, 0.2, 0.0, -1, -5, 1.1, -1
- O=C1NC(O)CCN1C1CC(O)C(CO)O1 (stereo not given)
    0, -1, -0.1, -0.1, ., 0, 1.1, -4
- CCCN(CC(=O)Nc1ccccc1C)C(=O)c1ccc(S(=O)(=O)N2CCC(C)CC2)cc1
    -2, 1, 6.7, 0.3, -5, -2, -1.9, -21
- Nc1[nH]c(C(=O)c2ccccc2)c(-c2cccnc2)c1C(=O)c1ccccc1
    -17, -1, 0.4, 0.1, ., 0, 0.5, 11
- COc1ccc(C(C(=O)NCC2CCCO2)N(Cc2ccccc2)C(=O)c2snc(C(N)=O)c2N)cc1OC (stereo not given)
    13, ., 0.0, 0.0, -8, -3, -1.5, 17
- Cc1nc(SCc2ccc(C#N)cc2)n[nH]1
    -8, -3, ., 0.1, 5, 2, -0.6, 2
- CC1CCC2(CC1)NC(=O)N(CC(=O)Nc1ccc3c(c1)OCO3)C2=O (stereo not given)
    -8, 3, 0.3, -1.1, 9, -6, 1.2, .
- COc1ccc2c3c([nH]c2c1)[C@H](CO)N(C(=O)NC(C)C)CC31CN(C(=O)NC(C)C)C1
    -4, 4, 0.6, 0.2, ., 11, -2.1, 11
- O=C1/C(=C/c2cccs2)SC(=S)N1NS(=O)(=O)c1ccccc1
    6, 13, ., -0.1, 0, -7, 0.2, 0
- Cn1nccc1C(=O)NC1CC(C)(C)Cc2c1cnn2-c1ccc(F)cc1 (stereo not given)
    -3, 4, -0.1, -0.1, -2, 4, 0.5, -4
- COCCn1c(SCC(=O)Nc2ccccc2)nc2c1c(=O)[nH]c(=O)n2C
    10, -4, -0.3, 0.0, -1, -2, -3.2, .
- O=C(CS(=O)(=O)c1cn(Cc2ccc(Cl)cc2)c2ccccc12)N1CCOCC1
    0, 0, ., -0.4, -7, -2, 0.5, -9
- COc1cccc(-c2ccc3c(c2)O[C@H](CN(C)C(=O)C2CCC2)[C@H](C)CN([C@@H](C)CO)S3(=O)=O)c1
    9, 4, 0.5, -0.1, 0, -8, -3.4, 10
- CC(=O)Nc1ccc(C(=O)Cn2c3[n+](c4c(F)c(F)ccc42)CCCCC3)cc1
    -14, -6, ., 0.0, ., 6, 3.4, 1
- CC(=O)c1c(C)[nH]c(C(=O)COC(=O)c2ccc(Cl)nc2)c1C
    -1, 0, -1.5, 0.1, -4, -5, -2.3, 8
- CC(=O)Nc1cc(C(=O)N(C)Cc2ccco2)ccc1Sc1ccc(C)cc1
    ., ., -0.1, 0.1, -13, ., ., -1
- CCC(=O)N1[C@@H]2c3cccc(=O)n3C[C@H]1[C@H](CO)[C@H]2C(=O)NC1CCCC1
    0, -1, 0.0, 0.2, ., -14, 0.3, 20
- Cc1nn(C)cc1C(=O)c1ccccc1
    -1, 1, -0.1, 0.1, -4, 9, 0.3, 1
- CCS(=O)(=O)NCC[C@H]1CC[C@H](NC(=O)Cc2ccccn2)[C@H](CO)O1
    -48, -71, 0.1, 0.0, -6, -3, -3.5, 16
- COC(=O)c1sccc1S(=O)(=O)Nc1ccc(C)cc1
    -7, -3, 0.0, 5.3, ., 1, -2.7, 28
- CCCNC(=O)N1C[C@H](O)COC[C@H]2O[C@@H](CC(=O)OC)CC[C@@H]21
    -8, 6, -0.1, 0.2, 0, 0, 2.5, 13
- COc1ccc(N2C(=O)C3C(c4ccc(C(=O)O)cc4)NC(Cc4ccccc4)(C(=O)O)C3C2=O)c([N+](=O)[O-])c1 (stereo not given)
    -13, 3, 4.3, 0.0, ., -2, ., -11
- C[C@@H]1CCCCO[C@@H](CN(C)C(=O)c2ccccc2)[C@@H](C)CN([C@H](C)CO)C(=O)c2cc(NC(=O)c3ccccc3)ccc2O1
    11, 1, ., 0.2, 1, 4, -2.1, 3
- C[C@@H]1CN([C@H](C)CO)C(=O)c2cc(NC(=O)Cc3cn(C)c4ccccc34)ccc2O[C@H]1CN(C)C(=O)Nc1ccc2c(c1)OCO2
    5&-17, -2&3, 0.0, 0.0&0.4, -3&4, -5&4, 3.5&0.3, -9&9
- CCCC#Cc1cnc2c(c1)C(=O)N([C@@H](C)CO)C[C@H](C)[C@H](CN(C)C(=O)C1CC1)O2
    4, 0, 0.9, 0.1, 3, 3, 0.4, 2
- CCc1noc(C)c1C(=O)NNC(=O)c1nn(C)c(=O)c2ccccc12
    -17, 2, -0.5, -0.1, 0, -8, -0.5, 5
- CC(C)C[C@H]1CN=C(Nc2ccccc2)N1CC1CCCCC1
    -2, 3, 0.1, 0.0, 5, -1, 4.9, -12
- C=C1SC(=Nc2c(C)cccc2Cl)N(C(=O)c2sc3ccccc3c2Cl)C12CCCCC2
    0, -1, 0.4, 0.1, 10, 11, 3.7, 135*
- C[C@H](CO)N1C[C@H](C)[C@H](CN(C)C(=O)CCC(F)(F)F)OCCCC[C@H](C)Oc2ccc(NC(=O)CCCN(C)C)cc2C1=O
    ., ., 0.0, -0.1, 7, 1, -1.9, 22
- CC(=O)Nc1ccc(/C=C2\Sc3ccccc3C2=O)cc1
    11, 0, ., -0.1, ., 1, 2.5, .
- O=C(O)c1ccc(O)cc1O
    -14, 5, ., ., -3, 67*, 1.9, 11
- COc1ccc(-c2nc3ccc(Cl)cn3c2Cc2ccccc2)cc1OC
    -18, 5, ., 0.2, -3, -14, -1.8, 10
- CCCc1n[nH]c(=O)c2c1nnn2Cc1ccccc1
    10, -1, ., 0.0, 4, 2, -3.1, 38
- Cc1[nH]c(C)c(S(=O)(=O)N2CCN(c3ccccc3)CC2)c1C(=O)N1CCCC1
    -12, 2, ., 0.0, 4, 5, -4.4, 103
- CCCCCCCCNC(=O)/C(C#N)=C/c1ccccc1[N+](=O)[O-]
    -23, 3, 0.3, 0.0, 4, ., ., -51

A run of entries from further up, for reference:
Results follow in this order: RAD52 anneal inh, Casp6 inh, E-selectin induc, Xi reactivation, RAD54 inh, DENV2 CPE rescue, F508del corr, INS-1E GSIS act
- C[C@@H]1CN([C@H](C)CO)C(=O)c2cc(NC(=O)Cc3cn(C)c4ccccc34)ccc2O[C@H]1CN(C)C(=O)Nc1ccc2c(c1)OCO2
    5&-17, -2&3, 0.0, 0.0&0.4, -3&4, -5&4, 3.5&0.3, -9&9
- CCCC#Cc1cnc2c(c1)C(=O)N([C@@H](C)CO)C[C@H](C)[C@H](CN(C)C(=O)C1CC1)O2
    4, 0, 0.9, 0.1, 3, 3, 0.4, 2
- CCc1noc(C)c1C(=O)NNC(=O)c1nn(C)c(=O)c2ccccc12
    -17, 2, -0.5, -0.1, 0, -8, -0.5, 5
- CC(C)C[C@H]1CN=C(Nc2ccccc2)N1CC1CCCCC1
    -2, 3, 0.1, 0.0, 5, -1, 4.9, -12
- C=C1SC(=Nc2c(C)cccc2Cl)N(C(=O)c2sc3ccccc3c2Cl)C12CCCCC2
    0, -1, 0.4, 0.1, 10, 11, 3.7, 135*
- C[C@H](CO)N1C[C@H](C)[C@H](CN(C)C(=O)CCC(F)(F)F)OCCCC[C@H](C)Oc2ccc(NC(=O)CCCN(C)C)cc2C1=O
    ., ., 0.0, -0.1, 7, 1, -1.9, 22
- CC(=O)Nc1ccc(/C=C2\Sc3ccccc3C2=O)cc1
    11, 0, ., -0.1, ., 1, 2.5, .
- O=C(O)c1ccc(O)cc1O
    -14, 5, ., ., -3, 67*, 1.9, 11
- COc1ccc(-c2nc3ccc(Cl)cn3c2Cc2ccccc2)cc1OC
    -18, 5, ., 0.2, -3, -14, -1.8, 10
- CCCc1n[nH]c(=O)c2c1nnn2Cc1ccccc1
    10, -1, ., 0.0, 4, 2, -3.1, 38
- Cc1[nH]c(C)c(S(=O)(=O)N2CCN(c3ccccc3)CC2)c1C(=O)N1CCCC1
    -12, 2, ., 0.0, 4, 5, -4.4, 103
- CCCCCCCCNC(=O)/C(C#N)=C/c1ccccc1[N+](=O)[O-]
    -23, 3, 0.3, 0.0, 4, ., ., -51

(cont.)
Results follow in this order: RAD52 anneal inh, Casp6 inh, E-selectin induc, Xi reactivation, RAD54 inh, DENV2 CPE rescue, F508del corr, INS-1E GSIS act
- CCS(=O)(=O)N1CCC2(CC1)CN(C(=O)c1cccc(F)c1)[C@H](CO)c1c2c2ccc(OC)cc2n1C
    6, -1, -0.1, 0.0, ., 11, -1.8, -2
- CC(=O)NC12CC3CC(C1)CC(C(=O)N1CCN(S(=O)(=O)c4ccc(Cl)s4)CC1)(C3)C2
    0, -110, 0.1, 0.3, 6, 4, -1.5, -9
- CC1CCCCN1C(=S)NCc1ccco1 (stereo not given)
    -1, -3, ., -0.1, ., 4, 0.6, -3
- CCc1cc(=O)oc2cc(C)cc(OC(C)C(=O)NC(Cc3c[nH]c4ccc(O)cc34)C(=O)O)c12 (stereo not given)
    -11, 6, ., ., 1, 68*, 0.8, 1
- C[C@@H]1CN([C@@H](C)CO)C(=O)c2cc(C#CC(C)(C)O)cnc2O[C@H]1CN(C)C(=O)C1CCOCC1
    2, -3, -0.1, -0.2, 1, -5, 0.2, 16
- Cc1nc2ccccc2c(=O)n1NC(=O)c1ccccc1
    0, -6, 0.0, 0.1, -7, 11, 2.2, 1
- CCOC(=O)Cc1csc(SCC(=O)N(CC(C)C)c2c(N)n(Cc3ccccc3)c(=O)[nH]c2=O)n1
    -8, -7, -1.3, -0.1, -14, 1, 1.0, -1
- COc1ccccc1C#Cc1ccc2c(c1)[C@@H]1[C@@H](CCN1C(=O)CN1CCOCC1)[C@H](CO)N2
    7, 2, 0.4, 0.1, ., -1, -5.9, 0
- O=C(COC(=O)c1cccc(Br)c1)NCc1ccco1
    -12, 65*, ., -0.2, 6, 5, 0.6, .
- CCN(c1ccc(F)cc1)S(=O)(=O)c1ccc2[nH]cc(C(=O)NCCCN3CCOCC3)c(=O)c2c1
    -16, -2, ., 0.3, ., 1, -4.0, -5
- CC[n+]1c(C)sc2cc(C)ccc21
    -1, -7, ., 0.2, 7, 3, 3.1, 7
- Cc1ccc(S(=O)(=O)Nc2ccc3c(c2)C(=O)N([C@H](C)CO)C[C@@H](C)[C@H](CN(C)C(=O)c2ccncc2)OCCCC[C@@H](C)O3)cc1
    ., ., ., 0.1, -4, 0, -0.4, 14
- CC[C@]1(C(=O)OC)[C@H]2C(=O)N(C)C(=O)[C@H]2[C@H]2CN(C)C(=NC)N21
    -8, 5, 2.7, 0.0, -25, -8, 0.9, -5

Assay outcomes: PubChem, Broad Institute
